JMJD2A Tudor = inhibitors of human JMJD2A Tudor domain; O75164; AlphaScreen JMJD2A-Tudor / H3K4me3 peptide binding; Potency, µM (highest dose often 114 µM), for the others: at the highest dose activity change, negative = inhibition, actives largely listed as inhibitors; 390,000 tested, 4.4% active; AID 504339; further: potency means the concentration at half of the fitted maximal effect; on the % scale 0 is the no-effect control and ±100 the full control effect; nearly all actives have a fitted effect of over 50% in size
Pin1 inh = inhibitors of human Pin1; Q13526; Pin1 FP peptide displacement, HiFluor488, 10 min; Potency, µM (series often up to 115 µM), without a hit: top-dose activity, negative = inhibition, most hits filed as inhibitors; 390,000 tested, 0.009% active; AID 504891; active means well fitted inhibition curve with a large enough effect in the polarisation, with a control signal flat, not every such curve was filed as active; inconclusive means small, poorly fitted or top-dose-only effect, or effect the other way, or a change in a side signal; inactive means no such curve, though single readings can be large or run the other way; the % refers to the polarisation; further: potency means the concentration at half of the fitted maximal effect; on the % scale 0 is the no-effect control and ±100 the full control effect
G9a inh = G9a (human) methyltransferase inhibition; Q96KQ7; G9a H3K9 monomethylation, AlphaScreen, 2 h; Potency, µM (titrated, usually from 102 µM), without a hit: top-dose activity, negative = inhibition, most hits filed as inhibitors; 350,000 tested, 8.8% active; AID 504332; further: potency means the concentration at half of the fitted maximal effect; on the % scale 0 is the no-effect control and ±100 the full control effect; nearly all actives have a fitted effect of over 75% in size
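G9a (20 nM) preincubated 15 min RT with compounds, then 500 nM biotinylated H3K9 peptide and 20 uM SAM added; 2 h RT reaction. Monomethyl-H3K9 product detected by AlphaScreen with anti-H3K9me1 antibody, streptavidin donor and anti-rabbit IgG acceptor beads.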
BAZ2B inh = blocks human BAZ2B; Q9UIF8; AlphaScreen BAZ2B-H3K14Ac peptide displacement; Potency, µM (highest dose often 114 µM), for inactives: at the top dose activity change, negative = inhibition, actives largely listed as inhibitors; 360,000 tested, 4.4% active; AID 504333; further: potency means the concentration at half of the fitted maximal effect; on the % scale 0 is the no-effect control and ±100 the full control effect; nearly all actives have a fitted effect of over 60% in size
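Multi-concentration screen (max 110 uM) measuring displacement of acetylated histone H3 peptide from BAZ2B by AlphaScreen, using 50 nM protein, 50 nM peptide and 10 ug/mL streptavidin donor plus Ni-chelate acceptor beads.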
HP1b binding inh = inhibitors of HP1-beta chromodomain binding to methylated histone tails; Potency, µM (doses to about 114 µM), without a hit: at the top dose activity change, negative = inhibition, actives largely listed as inhibitors; AlphaScreen HP1-beta / biotin-H3K9me3 peptide binding; P83916; 390,000 tested, 0.56% active; AID 540317; further: potency means the concentration at half of the fitted maximal effect; nearly all actives have a fitted effect of over 70% in size; inactives centre near 23
Target sequence (P83916 whole entry, looked up): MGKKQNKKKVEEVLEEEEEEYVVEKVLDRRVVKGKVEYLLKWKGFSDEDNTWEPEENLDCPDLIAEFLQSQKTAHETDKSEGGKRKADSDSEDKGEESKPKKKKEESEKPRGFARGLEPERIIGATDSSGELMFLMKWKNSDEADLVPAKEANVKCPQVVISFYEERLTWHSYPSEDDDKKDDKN
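AlphaScreen: HP1-beta (50 nM) preformed 30 min with biotin-H3(1-18)K9me3 peptide (50 nM) in PBS pH 7.4, 0.01% Tween-20. Compound added for 30 min at RT, then streptavidin donor/nickel chelate acceptor beads (10 ug/mL) for 30 min.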
Tb PGK inh = T. brucei PGK inhibition; 380,000 tested, 0.043% active; Potency, µM (doses to about 57.5 µM), for inactives: top-dose activity change, negative = inhibition, actives largely listed as inhibitors; P07378; PGK/GAPDH coupled, Kinase-Glo luminescence, 60 min; AID 602233; further: potency means the concentration at half of the fitted maximal effect; on the % scale 0 is the no-effect control and ±100 the full control effect; nearly all actives have a fitted effect of over 60% in size
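Recombinant glycosomal PGK reaction used 1,3-bisphosphoglycerate generated in-well by GAPDH (100nM final) in 100mM TEA pH 7.6, 5mM MgCl2, 0.01% Tween-20. After 60 minutes at room temperature, ATP was read by Kinase-Glo Plus luminescence end-point.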
PI4K2A inh = inhibitors of human PI4K2A; Q9BTU6; purified PI4K2A, ADP-Glo luminescence, 1 h; stronger effect = lower value; activity change, negative = inhibition, % at 76.9 µM; 420,000 tested, 0.13% active; AID 1346378; in the data active means activity change below about -50%; inconclusive means mostly about -30% to -49%;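 further: -100% = wells without enzyme as full effect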
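PI4K2A activity was measured by ADP-Glo luminescence: enzyme (4 ug/mL stock) and phosphatidylinositol (1.2 mM stock) in Tris pH 7.5/MgCl2/EGTA/Triton X-100 buffer were reacted with ATP (300 microM stock) for one hour at ambient temperature.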
GLS inhibitor = glutaminase GLS (human) inhibition. O94925. GLS enzymatic activity, qHTS titration. Potency, µM (top dose mostly 45.5 µM), inactives show at the top dose activity change, negative = inhibition, hits mostly inhibitors. 410,000 tested, 0.21% active. AID 624170; further: potency means the concentration at half of the fitted maximal effect; on the % scale 0 is the no-effect control and ±100 the full control effect
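hKGA in 45 mM KH2PO4 (pH 8.2), 0.02% Tween-20 with compound, then 1mM L-Glutamine (stock as added) plus glutamate oxidase/HRP/Amplex red coupling mix. Fluorescence read initially and after 30 min at RT; signal change reflects glutamate formation.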
POLH inh = DNA polymerase eta (human) inhibition; Q9Y253; recombinant Pol eta, fluorescent DNA replication assay; Potency, µM (highest dose often 114 µM), without a hit: at the highest dose activity change, negative = inhibition, actives largely listed as inhibitors; 390,000 tested, 1.2% active; AID 588591; further: potency means the concentration at half of the fitted maximal effect; on the % scale 0 is the no-effect control and ±100 the full control effect
Target sequence (Q9Y253 whole entry, looked up): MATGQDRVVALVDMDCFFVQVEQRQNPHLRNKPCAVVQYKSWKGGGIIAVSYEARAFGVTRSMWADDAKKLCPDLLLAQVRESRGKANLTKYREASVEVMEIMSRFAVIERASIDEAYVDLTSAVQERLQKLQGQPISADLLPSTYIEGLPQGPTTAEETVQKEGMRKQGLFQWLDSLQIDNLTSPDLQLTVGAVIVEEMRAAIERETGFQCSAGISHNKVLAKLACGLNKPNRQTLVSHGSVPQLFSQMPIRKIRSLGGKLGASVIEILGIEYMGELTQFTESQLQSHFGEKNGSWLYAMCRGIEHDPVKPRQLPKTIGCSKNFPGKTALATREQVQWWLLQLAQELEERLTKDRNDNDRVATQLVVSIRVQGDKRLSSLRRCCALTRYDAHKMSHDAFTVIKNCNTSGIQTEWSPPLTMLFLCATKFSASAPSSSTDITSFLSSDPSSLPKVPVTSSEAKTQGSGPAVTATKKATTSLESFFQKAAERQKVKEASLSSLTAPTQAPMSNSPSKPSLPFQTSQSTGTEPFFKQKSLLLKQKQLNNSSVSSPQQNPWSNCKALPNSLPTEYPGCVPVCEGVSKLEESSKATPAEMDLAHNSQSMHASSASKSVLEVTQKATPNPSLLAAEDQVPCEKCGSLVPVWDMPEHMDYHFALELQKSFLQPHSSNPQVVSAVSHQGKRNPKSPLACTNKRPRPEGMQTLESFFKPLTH
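Pol eta (10 nM) was preincubated with compounds for 15 min at room temperature, after which fluorescent replication substrate (50 nM final) was added to start the reaction. Fluorescence was read kinetically at 0 and 10 min.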
Starred values were filed as active, the others as inactive; i = inactive; u = inconclusive; x = not tested or not shown; & = joins results of further samples; [ ] = another dose, or the depositor's remark. Unless noted, the call rests on the fitted dose curve; in most records, active means well fitted curve in the direction sought with a large enough effect; inconclusive means small, poorly fitted or top-dose-only effect, or another doubt; inactive means no such curve, though single readings can be large; an effect the other way counts as inactive or inconclusive. Some of the compounds tested (hit frequency here may not be typical).

Start of the listing, in advance (10 entries):
SMILES	JMJD2A Tudor	Pin1 inh	G9a inh	BAZ2B inh	HP1b binding inh	Tb PGK inh	PI4K2A inh	GLS inhibitor	POLH inh
CC1(C)C(=O)Nc2ccccc2N1C(=O)CN1C(=O)c2ccccc2C1=O	-9%	-12%	10%[59 µM]	0%	23%	-12%	-4	-9%	1%
CC1CCCN(S(=O)(=O)c2cccc(C(=O)NCCCN3CCCC3=O)c2)C1 (stereo not drawn)	x	x	x	x	x	9%	-1	1%	2%
COc1ccc(NC(=O)CC2C(=O)N(c3ccc(OC)cc3)C(=O)N2CCC2=CCCCC2)cc1 (stereo not drawn)	-16%	-2%	16%[59 µM]	-5%	17%	-7%	0	3%	-11%
OCCC1CN(Cc2ccccc2OC2CCCC2)CCN1Cc1ccsc1 (stereo not drawn)	-31%	-4%	2%	-11%	16%	3%	7	12%	-20%
Cc1c(C)n(CCC(=O)O)c2ccccc12	-13%	0%	-28%	-35%	24%	1%	4	10%	-7%
COC(=O)COc1ccc(Cl)cc1C1Nc2ccccc2C(=O)N1c1ccc(OC)cc1 (stereo not drawn)	-13%	-3%	24%[59 µM]	10%	30%	x	-4	13%	-15%
CCc1nc2ccccc2c(C(=O)OCC(=O)NC2CCCC2)c1C	0%	0%	x	x	22%[57 µM]	10%	-5	-2%	-11%
Cc1ccccc1Nc1c(N)c(=O)oc2ccccc12	u	u	3%[59 µM]	u	-16%	4%	10	14%	0%
Cc1c(C(=O)NC(C)c2ccncc2)oc2ccccc12 (stereo not drawn)	-19%	6%	-24%	8%	27%	-5%	5	6%	-14%
CC1SC(c2ccc(F)cc2)N(CCc2ccccc2)C1=O (stereo not drawn)	27%	6%	65%[activator]	1%	46%[activator]	8%	5	14%	2%

The whole of this part, repeating the preview:
SMILES	JMJD2A Tudor	Pin1 inh	G9a inh	BAZ2B inh	HP1b binding inh	Tb PGK inh	PI4K2A inh	GLS inhibitor	POLH inh
CC1(C)C(=O)Nc2ccccc2N1C(=O)CN1C(=O)c2ccccc2C1=O	-9%	-12%	10%[59 µM]	0%	23%	-12%	-4	-9%	1%
CC1CCCN(S(=O)(=O)c2cccc(C(=O)NCCCN3CCCC3=O)c2)C1 (stereo not drawn)	x	x	x	x	x	9%	-1	1%	2%
COc1ccc(NC(=O)CC2C(=O)N(c3ccc(OC)cc3)C(=O)N2CCC2=CCCCC2)cc1 (stereo not drawn)	-16%	-2%	16%[59 µM]	-5%	17%	-7%	0	3%	-11%
OCCC1CN(Cc2ccccc2OC2CCCC2)CCN1Cc1ccsc1 (stereo not drawn)	-31%	-4%	2%	-11%	16%	3%	7	12%	-20%
Cc1c(C)n(CCC(=O)O)c2ccccc12	-13%	0%	-28%	-35%	24%	1%	4	10%	-7%
COC(=O)COc1ccc(Cl)cc1C1Nc2ccccc2C(=O)N1c1ccc(OC)cc1 (stereo not drawn)	-13%	-3%	24%[59 µM]	10%	30%	x	-4	13%	-15%
CCc1nc2ccccc2c(C(=O)OCC(=O)NC2CCCC2)c1C	0%	0%	x	x	22%[57 µM]	10%	-5	-2%	-11%
Cc1ccccc1Nc1c(N)c(=O)oc2ccccc12	u	u	3%[59 µM]	u	-16%	4%	10	14%	0%
Cc1c(C(=O)NC(C)c2ccncc2)oc2ccccc12 (stereo not drawn)	-19%	6%	-24%	8%	27%	-5%	5	6%	-14%
CC1SC(c2ccc(F)cc2)N(CCc2ccccc2)C1=O (stereo not drawn)	27%	6%	65%[activator]	1%	46%[activator]	8%	5	14%	2%
COCCN1C(=O)C(=O)/C(=C(/O)c2ccc(S(=O)(=O)N3CCCCC3)cc2)C1c1ccc(OC)cc1 (stereo not drawn)	-30%	8%	71µM*	-4%[57.1 µM]	48%[activator]	-4%	0	5%	4%
CCOc1ccc(C(=O)/C=C/c2cn(CC(O)CN3CCCCCC3)c3ccccc23)cc1 (stereo not drawn)	71µM*	u	u	u	-6%	-6%	1	12%	-13%
CCOC(=O)C1CCN(C(=O)c2cccc(S(=O)(=O)NCc3ccccc3)c2)CC1	7%	6%	13%[12.7 µM]	12%	27%	-8%	-1	1%	-16%
CC(C)Cc1nc(N2CCN(C(=O)c3ccccc3)CC2)c(C#N)c2c1CCC2	-5%	u	24%[12.7 µM]	7%	44%[activator]	1%	-5	2%	-12%
CCOC(=O)Cn1nc(C)c([N+](=O)[O-])c1C	-8%	2%	11%	-3%	24%	-6%	8	7%	-9%
c1csc(-c2cn3c(n2)SCC3)c1	-29%	0%	18µM*	u	5%	-9%	2	18%	2%
Cc1ccc2c(C(=O)CN3CCCCC3)c(C)[nH]c2c1	-3%	6%	u	9%	31%	4%	0	1%	-20%
O=C(CSc1cc(Cl)ccc1Cl)NC1CC1	-6%	-4%	7%[12.7 µM]	-2%	61%[activator]	i	-3	-4%	-12%
O=C(COc1ccccc1)N1CCN=C1SCc1ccccc1F	22%	-7%	55%[activator]	10%	25%	-5%	-2	-24%	-3%
CC(C)Oc1ccc(CNC(=O)C2CCCCN2S(=O)(=O)c2ccc(F)cc2)cc1 (stereo not drawn)	14%	-5%	-6%[59 µM]	6%	41%[activator]	-3%	0	-13%	-14%
CCCCN(C)C(=O)c1nc2ccccn2c1CN1CCN(c2ncccn2)CC1	-14%	-2%	-9%	1%	39%[activator]	12%	-1	9%	-7%
CCc1ccc(-c2cc(C)no2)cc1S(=O)(=O)Nc1ccc(Cl)cn1	-18%&-13%	2%&-1%	-9%[59 µM]	-6%&1%	30%&41%	-12%&9%	2&2	-1%&13%	u
Cc1ccc2c(c1)N(C)/C(=C/c1cccc[n+]1CCO)S2	u	3%	32µM*	-1%	16%	-2%	-5	-1%	0%
CC(C)OC(=O)c1cccnc1SCC(=O)N(C)c1ccccc1	-3%	1%	3%	9%	22%	-5%	-1	0%	-6%
O=C(NCC(O)c1ccc([N+](=O)[O-])cc1)Nc1ccccc1 (stereo not drawn)	-13%	4%	u	7%	15%	i	-4	-9%	-5%

Gathered by group: those above with four or more nitrogen atoms.
SMILES	JMJD2A Tudor	Pin1 inh	G9a inh	BAZ2B inh	HP1b binding inh	Tb PGK inh	PI4K2A inh	GLS inhibitor	POLH inh
CC(C)Cc1nc(N2CCN(C(=O)c3ccccc3)CC2)c(C#N)c2c1CCC2	-5%	u	24%[12.7 µM]	7%	44%[activator]	1%	-5	2%	-12%
CCCCN(C)C(=O)c1nc2ccccn2c1CN1CCN(c2ncccn2)CC1	-14%	-2%	-9%	1%	39%[activator]	12%	-1	9%	-7%

Next part.
SMILES	JMJD2A Tudor	Pin1 inh	G9a inh	BAZ2B inh	HP1b binding inh	Tb PGK inh	PI4K2A inh	GLS inhibitor	POLH inh
CCOC(=O)C1/C(=N\O)CC(C)(O)C(C(=O)OCC)C1c1ccc(OC)c(OC)c1 (stereo not drawn)	14%	-2%	-27%[59 µM]	-38%	44%	4%	-5	1%	-15%
COc1ccc(OC(C)c2ccc(C#N)c(=O)[nH]2)cc1 (stereo not drawn)	-15%	-1%	14%	-20%	29%	-9%	0	4%	-4%
O=C(Nc1ccc(Cl)cn1)c1ccc2ccccc2n1	-1%	-1%	71%[activator][12.7 µM]	8%	31%	-1%	0	5%	-7%
O=c1c(=Nc2ccccc2O)c(=O)c2ccccc12	-3%[11.4 µM]	-4%	-47%	-28%	46%[activator]	-13%	-27	-7%	u
Cc1ccc(C2=NN(CCC(=O)NCCc3cccc(C)c3)C(=O)CC2)cc1	-25%	0%	0%[59 µM]	-10%	30%	6%	-1	3%	-13%
Cc1cc(-c2ccccc2)[nH]c(=O)c1S(=O)(=O)c1ccccc1	-7%	0%	-12%	3%	17%	-3%	0	10%	1%

Compound activity as filed in PubChem BioAssay.
